CCR6 antagonist – antagonists of human CCR6 receptor | P51684 | CHO-K1 CCR6 PathHunter beta-arrestin, luminescence, CCL20-stimulated | inhibition, % at 20 µM | hit rate 0.49% among 340,000 | AID 493098;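 active = compounds whose inhibition of the agonist-driven luminescence signal at 20 µM reaches about 50%, limit read from the data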;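 also: cells stimulated with CCL20 at 14 nM final; plate controls were DMSO with CCL20 for no effect and DMSO without agonist for full effect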
Target sequence (P51684 whole entry, looked up): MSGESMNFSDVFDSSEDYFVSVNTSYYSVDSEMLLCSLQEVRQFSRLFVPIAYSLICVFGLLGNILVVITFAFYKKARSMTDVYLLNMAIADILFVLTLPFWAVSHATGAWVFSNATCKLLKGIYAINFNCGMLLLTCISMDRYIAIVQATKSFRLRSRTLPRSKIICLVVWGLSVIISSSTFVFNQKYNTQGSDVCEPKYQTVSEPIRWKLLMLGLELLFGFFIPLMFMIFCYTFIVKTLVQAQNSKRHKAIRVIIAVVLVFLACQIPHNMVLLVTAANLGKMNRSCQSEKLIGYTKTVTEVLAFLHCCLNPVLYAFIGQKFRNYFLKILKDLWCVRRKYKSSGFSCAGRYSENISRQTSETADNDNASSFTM
NR3A LBD binder – modulators (binders) of human NR3A ligand-binding domain. NR3A LBD differential scanning fluorimetry, Tm shift; 0% = protein alone, 100% = glycine-bound protein. Tm shift relative to glycine control, % at 25 µM. hit rate 2.5% among 340,000. AID 1259313;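 active = melting temperature shift of at least 10% of the positive control shift, at one fixed dose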
APOBEC3G inh – inhibitors of human APOBEC3G DNA deaminase. Q9HC16. recombinant A3G, ssDNA deamination FAM/TAMRA fluorescence. inhibition, % at 20 µM. hit rate 0.28% among 330,000;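 active = inhibition of at least 40% at 20 µM, with no more than 30% in the related APOBEC3A deaminase screen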;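 also: plate controls were DMSO wells with A3G for no effect and wells lacking A3G enzyme for full effect; some compounds called inactive have numbers as strong as hits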
EBI2 antag – antagonists of human EBI2 receptor | P32249 | EBI2 beta-arrestin recruitment, luminescence, 7a,25-OHC stimulated | inhibition, % at 5 µM | hit rate 0.81% among 360,000; in the data active = inhibition above about 38%;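 also: enzyme fragment complementation signal reports receptor beta-arrestin coupling in cells; 0% = agonist plus DMSO wells and 100% = wells without agonist; some results beyond the cut were filed as inactive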
Target sequence (P32249 whole entry, looked up, the tested form may be a part): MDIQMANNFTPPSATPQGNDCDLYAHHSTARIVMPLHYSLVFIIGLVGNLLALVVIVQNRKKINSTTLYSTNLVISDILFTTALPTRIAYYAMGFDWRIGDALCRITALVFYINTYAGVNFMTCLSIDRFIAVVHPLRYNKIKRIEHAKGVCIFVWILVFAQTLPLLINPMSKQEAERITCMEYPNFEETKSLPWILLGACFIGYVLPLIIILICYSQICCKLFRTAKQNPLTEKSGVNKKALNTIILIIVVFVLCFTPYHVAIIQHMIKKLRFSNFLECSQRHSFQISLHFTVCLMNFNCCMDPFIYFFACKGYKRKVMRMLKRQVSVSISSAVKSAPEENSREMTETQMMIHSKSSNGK
CXCR6 inh – inhibitors of human CXCR6 receptor. O00574. CHO-K1 PathHunter CXCR6 beta-arrestin, luminescence. hit rate 0.36% among 360,000. AID 602244. inhibition, % at 20 µM; in the data active = inhibition above about 34%, passing the limit was not always enough;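 also: antagonist mode with CXCL16 agonist at 10 nM final; 0% = 10 nM CXCL16 with DMSO and 100% = unstimulated wells without agonist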
A3A deaminase – human APOBEC3A DNA deaminase inhibition; P31941; recombinant A3A, FAM/TAMRA ssDNA deamination fluorescence; AID 493011; inhibition, % at 20 µM; hit rate 0.41% among 330,000;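 active = at least 40% inhibition at 20 µM here, with at most 30% in a related deaminase screen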;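 also: plate controls were A3A with DMSO for no effect and wells lacking A3A enzyme for full effect; some results filed as inactive read as strong as hits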
Target sequence (P31941 whole entry, looked up): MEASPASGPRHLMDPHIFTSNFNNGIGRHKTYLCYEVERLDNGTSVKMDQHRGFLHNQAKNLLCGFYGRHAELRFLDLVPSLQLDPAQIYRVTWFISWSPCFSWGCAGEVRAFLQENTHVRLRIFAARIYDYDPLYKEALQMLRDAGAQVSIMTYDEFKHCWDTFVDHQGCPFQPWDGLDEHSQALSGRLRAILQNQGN
MPTP inh – inhibitors of mitochondrial permeability transition pore | hit rate 1.4% among 360,000 | inhibition, % at 10 µM | isolated mouse mitochondria, Ca2+ swelling absorbance, 30 min | AID 602449;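 active = inhibition of 50% or more, scaled per plate between neutral and stimulator controls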;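 also: 0% = DMSO wells given calcium and 100% = 1 mM EGTA wells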
Gli-Sufu block – blocks Gli-Sufu signaling in a luciferase reporter; hit rate 0.74% among 340,000; inhibition, % at 5 µM; Sufu-KO-LIGHT fibroblasts, Gli luciferase reporter luminescence;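 active = inhibition above about 55%, limit read from the data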;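 also: 0% = DMSO-treated cells and 100% = wells with medium but no cells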
The depositor's hits bear a star; . = not tested or not shown.

SMILES | CCR6 antagonist | NR3A LBD binder | APOBEC3G inh | EBI2 antag | CXCR6 inh | A3A deaminase | MPTP inh | Gli-Sufu block
Cc1cccc(NC(=O)CCC(=O)c2cccs2)n1 | 11.6 | -0.1 | 1.8 | -0.1 | 4.2 | 5.1 | -2.6 | -13.3
C=CCC[C@@H](Cc1ccc(F)cc1)C(=O)OC[C@@H](Cc1c[nH]c2ccccc12)NC(=O)[C@H](CC=C)CC(=O)NCCO | -4.6 | -15.3 | -7.3 | 4.8 | -2.9 | -2.0 | 1.5 | -2.6
CC(=O)Nc1ccc(C=NNC(=O)CCCC(=O)NN=Cc2ccc(NC(C)=O)cc2)cc1 | 9.0 | 1.3 | . | 2.1 | 1.1 | . | -0.6 | 2.9
CC(=O)N1CCN(c2ccccc2NC(=O)c2cccs2)CC1 | 11.3 | 2.3 | -1.2 | 2.0 | 14.8 | -3.0 | 0.3 | 10.6
Cc1ccc(NS(=O)(=O)c2ccc(Cl)c(NC(=S)NC(=O)C3CCCCC3)c2)cc1Cl | -26.6 | 32.9* | -11.5 | -31.6 | 9.4 | -3.8 | 26.8 | -1.7
CCCCNC(=O)COCc1cc(-c2ccc3c(c2)OCO3)on1 | 12.9 | 3.1 | -6.1 | 0.9 | 2.9 | -0.8 | -0.7 | 4.0
COc1ccc(C(c2nnnn2Cc2cccs2)N2CCN(c3ccccc3)CC2)cc1OC (centres undefined) | 11.8 | 0.0 | -2.6 | 13.2 | 3.5 | -4.1 | -3.0 | -0.2
O=c1c2ccccc2oc2cc(Br)ccc12 | 11.1 | 12.6* | . | -17.0 | 3.1 | . | -1.0 | -20.2
COc1ccc(-c2cc(C(F)(F)F)nc(SCC(=O)NCc3ccco3)n2)cc1OC | 10.0 | -0.1 | -1.3 | 0.0 | 3.9 | 0.2 | -1.1 | 16.4
CCN(CC)c1ccc(/C=N/N2CCN(Cc3ccccc3)CC2)c(O)c1 | 11.5 | 6.7 | -1.4 | 26.1 | -0.2 | 3.0 | 2.6 | 2.5
NS(=O)(=O)c1ccc(CCNCc2ccccc2OCc2ccc(Cl)cc2)cc1 | 0.2 | -0.8 | -3.8 | 11.4 | -5.4 | -6.8 | 13.8 | 50.2
O=C(NCCN1CCCC1=O)C1CCC(=O)N(CCc2ccc(Cl)cc2)C1 (centres undefined) | 5.0 | 0.4 | -11.4 | -20.0 | -1.0 | -5.3 | 0.5 | -3.5
O=C(/C=C/c1ccccc1Cl)Nc1cccc(S(=O)(=O)NC2=NCCCCC2)c1 | 13.5 | -5.2 | -5.6 | 0.0 | -3.7 | 0.1 | 1.6 | 51.2
O=C(NCC(=O)N(c1cccnc1)C(C(=O)NC1CCCCC1)c1ccccc1F)c1ccco1 (centres undefined) | -14.3 | -0.9 | -7.9 | -3.7 | 5.6 | -4.4 | -1.0 | 0.7
CC(=O)c1ccc(OCC(=O)Nc2ccc(N3CCCCC3)cc2)cc1 | 5.8 | -5.8 | -2.2 | -0.3 | 2.2 | 2.5 | 0.4 | -10.8
Cc1c(Cl)cccc1NC(=S)N1CCN(Cc2ccccc2)CC1 | -4.7 | 1.1 | -4.6 | 2.5 | -4.5 | -1.1 | 0.7 | 3.2
COC(=O)c1ccc(/C=N/NC(=O)CC(=O)NC2CCCCC2)cc1 | 0.8 | -4.5 | -5.5 | -2.2 | -0.1 | -1.0 | -0.7 | 24.5
COc1cc(C(=O)OCC(=O)NC2CCS(=O)(=O)C2)ccc1OCc1c(C)noc1C (centres undefined) | 9.7 | -8.0 | 1.8 | -2.5 | 0.7 | 1.7 | 1.3 | -2.6
CC(=O)C1CCC2C3CCC4=CC(=O)CCC4(C)C3(Br)C(=O)CC12C (centres undefined) | -2.2 | 1.1 | . | -14.0 | -13.0 | . | -0.6 | 0.4
O=C(CN1C(=O)COc2ccc(S(=O)(=O)N3CCCC3)cc21)N1CCCC1 | 4.6 | -0.9 | -5.7 | -3.1 | 4.7 | -4.0 | -0.2 | -3.4
NS(=O)(=O)c1ccc(SCc2ccccc2)nc1 | 7.5 | 2.4 | -1.9 | 6.3 | 5.4 | 3.7 | 0.8 | -8.2
CCOC(=O)C1CCCN(C(=O)c2ccc(CNc3c(N4CCC(C)CC4)c(=O)c3=O)cc2)C1 (centres undefined) | -3.3 | 0.8 | -10.7 | 0.5 | 3.1 | -3.0 | -0.1 | 2.7
Cc1cc2ccccn2c1C(=O)c1ccc([N+](=O)[O-])o1 | 6.1 | 1.9 | 0.2 | -1.8 | -1.1 | 3.2 | 0.8 | -1.9
CCNC(=S)N/N=C/c1cc(C)ccc1C | 16.3 | -0.7 | -9.2 | 6.8 | 3.7 | -2.2 | -3.2 | -2.4
COc1cccc(-n2nnc3c(=O)n(C/C=C/c4ccccc4)cnc32)c1 | 13.9 | -10.5 | 2.2 | -8.9 | 7.9 | 2.5 | -1.4 | 37.0
COc1ccc(-c2nnn(Cc3nc(N)nc(N4CCOCC4)n3)n2)cc1OC | -9.5 | -1.8 | 38.0 | 0.4 | 1.5 | -1.4 | 16.7 | 17.4
O=C(C1CCCCC1)N1CCN(C(=O)C2CCCCC2)CC1 | -3.5 | -1.3 | -5.5 | -18.5 | -2.3 | -1.2 | -0.7 | 16.4
O=C(Nc1cccc(S(=O)(=O)NC2=NCCC2)c1)c1cc(F)c(F)c(F)c1F | 10.9 | 0.4 | -3.5 | -4.8 | -3.3 | -1.6 | 0.7 | -8.2
CCc1ccc(-c2cc(C)no2)cc1S(=O)(=O)NCCc1ccc(S(N)(=O)=O)cc1 | 22.0 | -4.0 | 5.0 | 6.7 | -7.3 | 4.1 | 1.5 | -41.5
COc1ccc(-c2oc3ccccc3c2C(=O)Oc2ccccc2)cc1 | 17.9 | 0.1 | -6.6 | 3.5 | -4.5 | -1.7 | 2.0 | -40.8
Cc1sc(NC(=O)CSc2nnc(N)s2)c(C#N)c1C | 12.5 | -1.5 | 1.7 | -7.2 | 3.8 | -7.4 | 0.6 | 20.7
Cc1ccc(C(=O)CCC(=O)Nc2ccccc2C)cc1C | 14.3 | 2.5 | -6.6 | -9.5 | -1.3 | 1.0 | -0.4 | -0.7
CC(C)n1nnnc1-c1cc(Cl)cc(Cl)c1 | 1.9 | 2.0 | -6.8 | 6.8 | -4.4 | -0.2 | -0.9 | 3.4
C1CSC2(N1)C1CC3CC(C1)CC2C3 (centres undefined) | 6.4 | 6.2 | -2.2 | 2.6 | 10.1 | -1.6 | -2.2 | -1.2
Cc1ccc(COC(=O)CN2C(=O)NC3(CCCC3)C2=O)cc1 | -3.9 | 1.4 | -5.0 | 4.2 | -5.0 | 2.6 | -0.8 | -2.8
CC1SC(=NC(=O)c2ccco2)NC1=O (centres undefined) | -20.4 | -1.7 | 2.4 | 1.8 | 3.5 | 2.2 | 1.0 | 2.5
CCCCNC(=O)C1CC(c2cccc(F)c2)=NO1 (centres undefined) | -10.5 | 2.5 | -10.6 | -15.6 | -5.4 | -0.8 | -1.6 | -29.7
O=C(CCNC(=O)c1ccc([N+](=O)[O-])cc1)Nc1ccccc1N1CCCC1 | -0.3 | 0.7 | 3.5 | 7.0 | -5.8 | 0.9 | -1.8 | 5.5
CC1(c2nnc(Cc3ccccc3)o2)CC(c2ccc(Cl)cc2)=NO1 (centres undefined) | 7.8 | 0.7 | -10.7 | 5.3 | -0.4 | -2.2 | -0.3 | -4.9
CSc1ncc(C(=O)Nc2ccccc2)cn1 | 6.2 | -0.9 | -6.0 | -15.1 | 3.4 | -4.6 | -1.2 | -7.3
Cc1occc1C(=O)Nc1nn[nH]n1 | -4.6 | 0.6 | -3.4 | -9.3 | -6.2 | -1.2 | -0.2 | 28.7
O=c1[nH]c2ccccc2c2oc(CCl)nc12 | 38.7 | -0.4 | -5.5 | 4.6 | 29.2 | -1.6 | 0.1 | 6.1
O=C(NCc1ccccc1Cl)c1ccc(CS(=O)(=O)c2ccccc2)o1 | 11.1 | -1.6 | -4.2 | 10.2 | 2.2 | -4.5 | -0.3 | -7.7
COc1ccc(S(=O)(=O)N(CC(=O)N2CCCC2)Cc2ccccc2)cc1 | 6.9 | -0.7 | -5.6 | -2.0 | 1.7 | -1.5 | -7.1 | 8.2
COc1ccc(C(=O)NNC(=O)C2=NN(c3ccccc3)C(=O)CC2)cc1 | -4.5 | 0.1 | -1.1 | 4.9 | 7.3 | -4.1 | -1.7 | -9.3
Cc1sc(N)nc1C12CC3CC(CC(C3)C1)C2 | 9.2 | 2.2 | -9.4 | 11.9 | -3.0 | 9.8 | 16.0 | 3.4
COc1ccc(CN2CCN(Cc3ccc(Br)cc3)CC2)c(OC)c1OC | 14.4 | 0.2 | -14.0 | -1.3 | -1.5 | -3.5 | -0.4 | -0.6
CC(C)c1cc(CNC(=O)C2CCC(=O)N(Cc3ccccc3F)C2)on1 (centres undefined) | 8.4 | -2.5 | -3.0 | -1.8 | 3.0 | -1.9 | -1.4 | 0.1
COc1cccc(C(=O)N2CCC(C(=O)NCc3ccc(C)cc3)CC2)c1 | 17.9 | 3.6 | -0.9 | 14.3 | 4.5 | -7.7 | 0.2 | 29.6
O=C1NC(CCc2ccccc2)C(=O)N1Cc1ccc(Br)cc1 (centres undefined) | -1.7 | -2.0 | -5.1 | 1.0 | 1.4 | -1.7 | -0.4 | 1.9
Cc1ccc(S(=O)(=O)N(C)c2ccc(OCC(=O)Nc3ccc(C(=O)N(C)C)cc3)cc2)cc1C | 19.4 | 2.5 | 0.8 | -9.7 | 1.6 | 4.6 | -3.0 | -15.5
CCN1CCN(c2nc(NCCO)c3ccccc3n2)CC1 | 10.8 | -1.2 | -5.6 | -1.7 | 1.3 | -5.8 | 0.6 | 48.1
Cc1cccc2cc(CN(Cc3ccco3)C(=O)c3cccs3)c(=O)[nH]c12 | 19.4 | -0.1 | 0.3 | -4.6 | -8.4 | 0.5 | -0.5 | -5.9
CCCCNC(=O)c1oc2ccc(S(=O)(=O)N3CCCC3)cc2c1C | 1.6 | -0.7 | -8.8 | -7.9 | -2.2 | -0.8 | 1.2 | 10.3
COc1ccc(N2CC(C(=O)Nc3nnc(SCC(=O)NCc4ccco4)s3)CC2=O)cc1 (centres undefined) | -1.7 | -1.0 | -1.1 | -6.2 | 8.4 | 5.1 | 1.6 | -5.7
NC(=O)CC[C@H](NC(=O)c1ccc(F)cc1)C(=O)OCC(=O)NCc1ccc2c(c1)OCO2 | 0.4 | 0.2 | -6.9 | -0.8 | 1.3 | -0.7 | 1.6 | -2.7
COc1cccc(CNC(=O)CCC(=O)n2ncc3cc(C)ccc32)c1OC | 12.5 | 1.7 | -4.2 | -10.5 | -2.5 | -0.3 | -0.9 | 1.6
O=C(CN1CCN(S(=O)(=O)c2ccccc2)CC1)Nc1ccc(Cl)c([N+](=O)[O-])c1 | 18.0 | -1.0 | -5.3 | 19.6 | -13.4 | 0.0 | 0.4 | 15.7

In the list so far, four have bromine.
SMILES | CCR6 antagonist | NR3A LBD binder | APOBEC3G inh | EBI2 antag | CXCR6 inh | A3A deaminase | MPTP inh | Gli-Sufu block
O=c1c2ccccc2oc2cc(Br)ccc12 | 11.1 | 12.6* | . | -17.0 | 3.1 | . | -1.0 | -20.2
CC(=O)C1CCC2C3CCC4=CC(=O)CCC4(C)C3(Br)C(=O)CC12C (centres undefined) | -2.2 | 1.1 | . | -14.0 | -13.0 | . | -0.6 | 0.4
COc1ccc(CN2CCN(Cc3ccc(Br)cc3)CC2)c(OC)c1OC | 14.4 | 0.2 | -14.0 | -1.3 | -1.5 | -3.5 | -0.4 | -0.6
O=C1NC(CCc2ccccc2)C(=O)N1Cc1ccc(Br)cc1 (centres undefined) | -1.7 | -2.0 | -5.1 | 1.0 | 1.4 | -1.7 | -0.4 | 1.9

High-throughput results (PubChem BioAssay)
